# MC4R ag barr = agonists of human melanocortin 4 receptor (MC4R) beta-arrestin. U2OS MC4R beta-arrestin complementation, luminescence; percent of melanotan II response, DMSO zero. 0.98% of 360,000 active. AID 540308. P32245. activation, % at 8.9 µM;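 active means activation above a per-plate cutoff, the mean activation of sample wells on that plate plus 3 SD, cut at about 8% in these data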
# ABCB6 inh MLPCN = blocks the human ABCB6 transporter; fluorescence ratio to DMSO, % at 10 µM; 0.19% of 360,000 active; K562-ABCB6 porphyrin accumulation, flow cytometry, 1 h; hits give low values; Q9NP58;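 active means fluorescence ratio to DMSO below 75%, the collection mean minus 3 SD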;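 further: signal is porphyrin accumulated inside mitochondria; 100% equals median channel fluorescence of DMSO control wells; lower ratio means ABCB6 inhibition with less porphyrin fluorescence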
# TLR9-MyD88 inh = inhibitors of human TLR9-MyD88 binding; CHO BLA complementation TLR9-MyD88, CCF4 FRET ratio; inhibition, % at 4.98 µM; 0.21% of 340,000 active; AID 504734;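 active means inhibition above the mean over all tested compounds plus 3 SD, cut at about 21% in these data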;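 further: 0% = DMSO only wells and 100% = clavulanate BLA inhibitor control wells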
# Target sequence (Q99836 whole entry, looked up): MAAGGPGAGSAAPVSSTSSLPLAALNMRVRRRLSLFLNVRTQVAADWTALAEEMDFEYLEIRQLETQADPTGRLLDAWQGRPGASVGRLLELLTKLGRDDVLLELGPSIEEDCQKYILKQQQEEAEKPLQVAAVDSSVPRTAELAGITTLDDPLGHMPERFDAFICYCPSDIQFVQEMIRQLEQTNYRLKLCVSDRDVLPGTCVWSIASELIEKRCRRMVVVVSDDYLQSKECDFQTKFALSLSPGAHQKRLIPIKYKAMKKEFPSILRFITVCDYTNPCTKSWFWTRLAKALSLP
# Target sequence (Q9NR96 whole entry, looked up): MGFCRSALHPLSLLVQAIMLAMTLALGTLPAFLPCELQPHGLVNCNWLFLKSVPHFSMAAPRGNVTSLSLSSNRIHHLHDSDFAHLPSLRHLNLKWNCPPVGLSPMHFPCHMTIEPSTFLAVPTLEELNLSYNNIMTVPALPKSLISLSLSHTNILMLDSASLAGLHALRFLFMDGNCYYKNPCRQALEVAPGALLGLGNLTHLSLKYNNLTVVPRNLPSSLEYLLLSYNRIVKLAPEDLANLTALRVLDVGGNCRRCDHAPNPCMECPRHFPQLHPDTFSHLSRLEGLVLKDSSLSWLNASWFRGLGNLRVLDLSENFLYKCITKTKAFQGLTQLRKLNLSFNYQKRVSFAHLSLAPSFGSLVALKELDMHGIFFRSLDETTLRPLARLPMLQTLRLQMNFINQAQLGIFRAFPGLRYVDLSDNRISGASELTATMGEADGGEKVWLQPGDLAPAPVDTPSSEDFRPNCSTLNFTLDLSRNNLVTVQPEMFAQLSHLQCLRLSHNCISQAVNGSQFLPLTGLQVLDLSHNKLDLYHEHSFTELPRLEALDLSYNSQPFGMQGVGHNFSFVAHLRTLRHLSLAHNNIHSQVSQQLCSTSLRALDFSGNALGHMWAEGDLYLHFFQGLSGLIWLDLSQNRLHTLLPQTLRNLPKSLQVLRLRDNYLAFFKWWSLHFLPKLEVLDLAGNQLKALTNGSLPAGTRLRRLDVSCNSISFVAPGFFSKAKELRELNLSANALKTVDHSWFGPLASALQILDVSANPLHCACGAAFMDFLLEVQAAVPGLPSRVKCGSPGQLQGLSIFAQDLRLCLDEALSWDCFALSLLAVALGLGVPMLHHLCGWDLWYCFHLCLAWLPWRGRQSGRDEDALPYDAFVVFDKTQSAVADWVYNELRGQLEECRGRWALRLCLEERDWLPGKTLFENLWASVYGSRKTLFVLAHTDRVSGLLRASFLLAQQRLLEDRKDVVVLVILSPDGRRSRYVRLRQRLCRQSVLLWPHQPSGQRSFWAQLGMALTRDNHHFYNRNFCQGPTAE
# m5-HT2A agonist = activates the mouse 5-HT2A serotonin receptor. P35363. CHO-K1 mHTR2A beta-arrestin complementation, luminescence; percent of 30 µM serotonin response. activation, % at 7.6 µM. 0.66% of 360,000 active. AID 624169;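 active means activation above a run cutoff, the mean activation of all tested compounds plus 3 SD, cut at about 14% in these data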;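 further: 0% = plate median of compound wells and 100% = 30 µM serotonin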
# NCOA2 inhibitor = human SRC2 (NCOA2) inhibition; HEK293 GAL4-SRC2 luciferase reporter, luminescence; inhibition, % at 9 µM; 0.17% of 370,000 active; AID 651957;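 active means inhibition above the mean inhibition of all tested compounds plus 3 SD, set per campaign, cut at about 52% in these data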;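 further: 0% = DMSO treated cells and 100% = cells given Gossypol at 36 µM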
# MC4R antagonist = blocks human MC4R cAMP signaling; inhibition, % at 6.5 µM; AID 540295; P32245; MC4R-expressing cells, MTII-stimulated cAMP, LANCE TR-FRET; 0.48% of 360,000 active;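 active means inhibition above its plate's cutoff, the mean of tested wells on that plate plus 3 SD, cut at about 29% in these data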;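 further: 0% = Melanotan II alone and 100% = Melanotan II plus saturating MCL0020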
#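 system = U2OS cells with stable human MC4R expression | also added = Melanotan II challenge after compound preincubation | dosing = one concentration, 6.5 µM nominal | incubation = compound 30 min, challenge 1 h, detection 1 h | measured by = TR-FRET with Eu-cAMP and labeled anti-cAMP, 671 nm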
# N-glyco inh = blocks N-linked glycosylation in D54 reporter cells; D54 ERlucT glycosylation luciferase reporter, 24 h; percent of 100 nM tunicamycin response; 0.23% of 360,000 active; reporter increase, % at 12.5 µM; AID 588692;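 active means mean luciferase reporter signal, scaled so untreated is 0 and the glycosylation-blocking control 100, at or above a set limit in every replicate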;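 further: luciferase carries N-glycosylation sites so blocking glycosylation raises the light; 0% = median of neutral control wells and 100% = median of 100 nM tunicamycin wells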
# NOD2-RIPK2 inh = inhibitors of human NOD2-RIPK2 interaction | inhibition, % at 4.98 µM | AID 624267 | 0.38% of 360,000 active | CHO BLA complementation NOD2-RIPK2, CCF4 ratio; in the data active means inhibition above about 21%;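 further: 0% = vehicle only and 100% = reference blocker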
# ABHD5 PLIN5 PPI = ABHD5-PLIN5 protein interaction inhibition | Q00G26+Q8WTS1 | Split G. princeps luciferase complementation, luminescence, 4 h | inhibition, % at 4 µM | 0.78% of 360,000 active | AID 602281;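 active means inhibition above the mean inhibition across every tested compound plus 3 SD, cut at about 22% in these data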;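 further: 0% = DMSO only wells and the 100% control is not disclosed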
# Cardio protect = myocardial damage modulation in H9c2 cells. H9c2 cardiomyocytes, H2O2 injury protection, ATPLite, 2 h. protection from H2O2 cell death, % at 20 µM. 0.63% of 360,000 active. AID 588492;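 active means compounds giving at least 50% protection of heart cells from peroxide-induced death in the single-dose screen, raw or plate-pattern-corrected value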;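 further: 0% = DMSO wells with peroxide and 100% = DMSO wells without peroxide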
# Numbers without * were called inactive; . = not tested or not shown.
SMILES,MC4R ag barr,ABCB6 inh MLPCN,TLR9-MyD88 inh,m5-HT2A agonist,NCOA2 inhibitor,MC4R antagonist,N-glyco inh,NOD2-RIPK2 inh,ABHD5 PLIN5 PPI,Cardio protect
CCc1cc(=O)oc2c(CN3CCN(C)CC3)c(O)c(Cl)cc12,1.3,92,-14,-1,16,1,8,-13,0,1
CCOC(=O)N(O)c1ccc(C=Cc2ccccc2)cc1,0.1,99,11,-1,-16,2,-12,-2,-1,-18
CC1=NN(Cc2ccccc2)C(=O)C1C(c1ccccc1)C(C#N)C#N (stereo not given),-2.5,100,2,1,13,-20,.,-2,-5,16
CCCSC(=O)N(CC)CC(=O)Nc1c(CC)cccc1CC,-1.0,103,-10,0,.,5,0,-4,1,-5
COc1ccc(N(CC(=O)NCc2cccs2)S(=O)(=O)c2cccnc2)cc1,-1.9,102,7,3,-21,-2,-1,-8,-6,12
Cc1ccccc1C(=O)O[C@H]1[C@H](Cc2ccccc2)NS(=O)(=O)[C@H]2CC3C=C[C@]12O3,-0.4,99,-7,-7,19,0,0,-14,3,2
Cc1ccccc1NC(=O)Nc1nc(CN(C)C)cs1,1.6,94,.,1,-12,2,-2,-17,0,7
CCN1CCN(C(=O)c2ccc(Cn3c(=O)[nH]c4cc(OC)c(OC)cc4c3=O)cc2)CC1,-2.1,94,-8,-2,-3,10,-1,-1,-6,4
NS(=O)(=O)c1ccc(NC(=O)COC(=O)CCNC(=O)NC23CC4CC(CC(C4)C2)C3)cc1,-1.2,98,-1,-6,-21,1,2,-12,1,-3
O=C(O)c1ccc(-n2nc(C(F)(F)F)cc2-c2cccs2)cc1,-1.7,103,3,11,9,3,1,-2,-6,3
COc1cc(/C=N/n2cnc3scc(-c4cccs4)c3c2=O)cc(OC)c1OC,-0.7,102,2,-1,-27,-11,23,-11,1,3
CC(=O)NC1=NN(C(C)=O)C(C)(c2ccc3ccccc3c2)S1 (stereo not given),-1.3,105,-2,3,-10,6,-2,4,3,7
COc1ccc2c(c1)C(=O)CC(c1ccc(OC)c(OC)c1)O2 (stereo not given),-0.3,96,-1,0,-29,2,1,-3,3,3
Cc1cc(=O)n2nc(N3CCC(C(=O)NC4CCCc5ccccc54)CC3)sc2n1 (stereo not given),1.6,94,-1,0,17,4,0,1,7,-5
Cc1ccc(NC(=O)c2cccc3ccccc23)cc1,-1.3,96,-3,2,-46,-4,3,9,2,5
COc1ccccc1C(=O)C1CCCN(C(=O)c2ccccc2Cl)C1 (stereo not given),0.9,98,8,4,-19,10,-2,-9,0,0
Cc1ccc(S(=O)(=O)N(CC(=O)Nc2cccc([N+](=O)[O-])c2)C2CCCCC2)cc1,0.3,97,4,-11,4,9,-3,-2,-3,-19
COc1cccc(-c2ccc(SCC(=O)N3CCN(c4ccccc4)CC3)nn2)c1,-1.6,97,-3,0,-5,11,2,10,3,54*
CC(C(=O)Nc1nc(-c2ccc(F)c(F)c2)cs1)N1C(=O)C2CC=CCC2C1=O (stereo not given),-2.6,98,7,-7,-8,10,3,-2,-4,12
CCOc1ccc(OCc2ccc(C(=O)OCc3ccccn3)o2)cc1,-2.0,90,-8,2,-27,5,-3,-7,2,-6
Cc1nonc1NC(=O)OCCN1CCOC1=O,-1.2,96,1,-1,.,7,3,4,-11,4
O=C1C(=C(c2ccccc2)N2CCOCC2)Cc2ccccc21,-3.8,104,15,-6,-145,22,-5,84*,82*,-10
Cc1ccc(C)c(NC(=S)NCc2cccs2)c1,1.9,102,-4,0,8,3,-3,4,2,5
NC(=O)Cn1c(=O)n(CC(=O)N2CCCCC2)c(=O)c2sccc21,-2.4,90,9,-7,-36,1,-1,-7,2,4
OC(c1ccc(Cl)c(F)c1)c1ncc(-c2ccccc2C(F)(F)F)[nH]1 (stereo not given),2.3,91,.,1,14,7,0,-1,-7,-5
Cc1cc(CN(C)Cc2cn(C)nc2-c2ccc(Oc3ccccc3)cc2)on1,-0.4,101,-1,-2,-14,3,-4,-1,2,-14
Nc1ccc2c(c1Br)Cc1ccccc1-2,-0.8,102,-8,2,-75,-10,-4,2,5,0
CC1CCCCC1NC(=O)C(Cc1ccccc1)NS(=O)(=O)c1cccs1 (stereo not given),-1.1,89,-3,4,15,-2,1,10,-6,15
CCSc1nnc2ccc(-c3ccco3)nn12,0.4,103,3,4,5,10,-1,-3,4,2
Cc1sc2ccccc2c1CNC[C@H]1O[C@@H](n2cnc(C(N)=O)n2)[C@H](O)[C@@H]1O,1.1,185,-1,2,13,1,1,-7,-3,4
COCCN1Cc2cccc(C(=O)NC(C)CCc3ccco3)c2C1=O (stereo not given),-0.8,103,4,-1,6,8,0,-18,8,10
Cn1cnnc1SCc1ccc(C(=O)NN)cc1,-0.5,100,6,-2,11,-2,1,2,5,-4
CCc1ccc(NC(=O)N2CCCCCC2)cc1,-2.5,100,-6,1,-78,1,-3,-5,-3,-7
CC(C)CCNC(=O)c1nn(Cc2ccccc2)c(=O)c2ccccc12,-1.8,98,1,-2,10,4,0,-7,4,2
O=C(CSC1CN(C(c2ccccc2)c2ccccc2)C1)N/N=C/c1ccccc1,-1.1,97,-4,8,-16,10,-3,1,4,-12
COc1ccc(OCc2nnc(SCC(=O)NC3CCCCC3)o2)cc1,0.5,102,-12,-7,4,19,-3,2,-2,-5
CCCOc1ccccc1NC(=O)/C=C/C(N)=O,-2.3,98,2,2,-19,6,0,-9,4,-23
c1ccc(NC2=Nc3ccccc3CC2)cc1,2.1,108,-3,6,-66,5,2,-15,3,0
CCc1nc(N2CCN(C(=O)CCCl)CC2)c2c3c(sc2n1)CCCC3,-1.9,96,1,5,-37,15,0,-4,9,2
CCSc1nc2sc3c(c2c(=O)[nH]1)CCCC3,6.5,102,-12,2,-8,0,8,-7,1,-7

# Full records from above. Values in the order: MC4R ag barr	ABCB6 inh MLPCN	TLR9-MyD88 inh	m5-HT2A agonist	NCOA2 inhibitor	MC4R antagonist	N-glyco inh	NOD2-RIPK2 inh	ABHD5 PLIN5 PPI	Cardio protect
# c1ccc(NC2=Nc3ccccc3CC2)cc1 is listed with 2.1	108	-3	6	-66	5	2	-15	3	0
# Cc1nonc1NC(=O)OCCN1CCOC1=O is listed with -1.2	96	1	-1	.	7	3	4	-11	4

# (cont.)
SMILES,MC4R ag barr,ABCB6 inh MLPCN,TLR9-MyD88 inh,m5-HT2A agonist,NCOA2 inhibitor,MC4R antagonist,N-glyco inh,NOD2-RIPK2 inh,ABHD5 PLIN5 PPI,Cardio protect
COc1ccccc1N(CC(=O)NCCSc1ccccc1)S(=O)(=O)c1ccccc1,-1.2,98,4,-6,7,8,-4,10,6,7
Cc1cccc(-c2n[nH]c(=S)n2-c2ccccc2)c1[N+](=O)[O-],-3.6,95,-5,-1,-10,7,-1,-2,-2,1
O=C(COC(=O)c1ccc([N+](=O)[O-])s1)Nc1cccc(S(=O)(=O)NC2=NCCCCC2)c1,-1.2,93,-3,-1,-2,7,1,4,1,28
COC(=O)C1=C(C(=O)OC)[C@@H]2N(C)c3ccc(OC)cc3[C@@]23C[C@@H](C(=O)OC)N(S(=O)(=O)c2ccc([N+](=O)[O-])cc2)C3=N1,-1.5,99,-2,6,11,1,1,7,2,13
CC(C)C(=O)Nc1c(C(=O)N2CCN(c3ncccn3)CC2)oc2ccccc12,1.1,93,-4,1,2,21,1,4,-8,3
COc1ccc(C(=O)NC(=S)NC2CCCCC2)cc1,2.6,100,-7,6,-82,-1,2,0,-7,-9
O=C(CC1(O)C(=O)N(Cc2ccc3c(c2)OCO3)c2ccccc21)c1ccccc1 (stereo not given),-1.7,98,7,-1,12,6,-1,9,3,-1
COc1ccccc1NS(=O)(=O)c1ccc(OC)c([N+](=O)[O-])c1,-1.3,99,-4,5,-3,6,-3,-3,-2,-7
O=c1[nH]c(-c2ccccc2)ncc1OCc1ccccc1,-0.2,453,-2,-4,-21,7,3,1,-9,0
CN(NS(=O)(=O)c1ccc(Br)cc1)c1nc(C(F)(F)F)nc2ccccc12,0.2,95,2,7,-20,32*,0,-4,-1,-10
O=C(Nc1cccc(-c2cccc(Cl)c2)c1)C1CCN(Cc2ccon2)CC1,-1.7,95,1,-8,1,-5,-3,-18,1,4
CNC(=O)c1cc2c(ccc3ccccc32)o1,0.3,97,-5,-5,-12,2,6,-7,5,16
COC(=O)c1scc(C#N)c1N/N=C(\C#N)S(=O)(=O)c1ccc(Cl)cc1,-0.3,97,.,4,19,8,-3,-11,0,-16
COCCNC(=O)c1cccc2c1C(=O)c1ccc(N3CCOCC3)cc1S2(=O)=O,-0.8,100,7,-1,4,0,-1,3,-6,9
Cc1ccc(S(=O)(=O)Cc2ccc(C(=O)O)o2)cc1,-1.4,99,2,1,3,3,2,-16,5,-3
Cc1cc(C(=O)CCl)c(C)n1-c1c(C)n(C)n(-c2ccccc2)c1=O,-2.6,92,4,3,32,13,-9,11,4,-1
CC1Cc2ccccc2N1C(=O)CSc1nnnn1C (stereo not given),1.8,96,8,6,-1,4,3,1,2,-6
CCOc1cc2sc(N3CCC(C(=O)NCCCN4CCCC4=O)CC3)nc2cc1Br,-2.2,86,6,-4,-22,4,-1,-4,5,-9
CSc1ccc(CN2CCC(Oc3cccc(C(=O)N4CCCC4)c3)CC2)cc1,-3.3,97,-7,-5,14,5,-3,-3,2,-6
CCOc1ccccc1NC(=O)C1CCCN(S(=O)(=O)c2cccc3cccnc23)C1 (stereo not given),1.4,99,-3,-1,-5,-2,4,10,1,7
C=CCN=C1S/C(=C\c2ccc(Cl)cc2)C(=O)N1CC=C,2.9,102,.,-4,-11,4,-2,-6,-3,-2
Cc1ccc(-c2nc3c(Cl)cc(C(F)(F)F)cn3c2Cc2ccccc2C(F)(F)F)cc1,.,106,.,2,-12,.,.,-5,-4,.
O=C(O)CSc1nnc(Cn2c(=O)sc3ccccc32)n1-c1cccc(Cl)c1,-2.6,104,3,5,.,8,2,8,4,12
O=C1c2ccccc2C(=O)N1CCC1=CCCCC1,0.0,91,-11,9,-24,17,0,-9,1,-3
O=C(CN1CCOCC1)NCC12CC3CC(CC(C3)C1)C2,-0.2,100,-4,-1,11,2,-2,5,-1,29
COC(=O)NNC(=S)Nc1cc(OC)ccc1OC,-1.2,81,4,-4,-10,5,3,-4,-7,3
COc1cc2c3c(cccc3c1)C(=O)N(CCN1CCCC1)C2=O,-3.6,102,2,4,-89,-2,21,-20,0,9
O=C(OCC(=O)c1cccc2ccccc12)c1ccc(CO)cc1,-2.2,95,5,2,-51,-2,-2,-9,0,2
CCOc1ccccc1N1CCN(C(=O)c2ccc(-c3ccc(OC(C)=O)cc3)cc2)CC1,0.2,94,6,2,-16,2,-2,-7,1,-6
CSCCC(NS(=O)(=O)/C=C/c1ccccc1)C(=O)O (stereo not given),-2.3,101,2,0,2,18,0,-4,1,2
CC(C)CC1NC(=O)N(CC(=O)Nc2ccc3c(c2)CCC3)C1=O (stereo not given),-0.8,99,-4,1,11,2,16,-4,2,-4
CC1(C)CC2(CCCN(C(=S)Nc3ccccc3)C2)CCO1 (stereo not given),-3.7,97,-11,-3,-12,19,3,3,-4,-4

# Screening data (PubChem BioAssay)

# These rows are one share of the data; rates above refer to the full screens.
